CSN deneddyl inh – inhibitors of CSN-mediated cullin deneddylation, primary screen, biochemical, fluorescence polarization, uHTS; COP9 signalosome complex subunit 5 (Homo sapiens), Q92905; Purified CSN, SCF-Nedd8-OG deneddylation; inhibition, % at 12.5 µM; 360,000 compounds, 0.38% hits; AID 651999, 2013;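 active = pattern-corrected inhibition above about 35%, with an unprinted fluorescence ratio check between 0.5 and 1.5, limit read from the data, passing the limit was not always enough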;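 note: 0% = enzyme with substrate and 100% = substrate without enzyme; some results filed as inactive read as strong as hits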
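Detection – fluorescence polarization · System – HEK293T-derived human Csn5 enzyme · Controls – substrate-only high control, full reaction low control · Timing – 90 min, room temperature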
MT1-MMP act inh – blockers of MT1-MMP proenzyme processing, primary screen, HT1080 RFP-PRO-GFP cells, GFP/RFP fluorescence. GFP/RFP ratio fluorescence, overnight; percent of plate control window, DMSO zero. GFP/RFP ratio change, % at 20 µM. 360,000 compounds, 0.061% hits;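 active = GFP/RFP ratio change of at least 30% with cell ATP level not reduced by more than half and red fluorescence within 50% of control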; note: strong numbers were not always called active
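Compound: 20 µM single dose, 1% DMSO / System: HT1080 RFP-PRO-GFP cells / Controls: DMSO and RFP-L50D-GFP cell wells / Read-out basis: GFP/RFP fluorescence ratio / Schedule: overnight compound exposure at 37 °C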
Neddylation inh – inhibitors of cullin neddylation, primary screen, biochemical, TR-FRET, uHTS, NAE and Ubc12 | NEDD8-conjugating enzyme Ubc12 (Homo sapiens) + NEDD8-activating enzyme E1 regulatory … | 360,000 compounds, 0.58% hits | calls only at 25 µM | AID 651699, 2012; in the data active = inhibition above about 36%
PABP1 MLLE inh – inhibitors of PABP1 MLLE–PAM2 peptide binding, primary screen, biochemical, fluorescence polarization, FITC-PAM2, GST-MLLE; Polyadenylate-binding protein 1 (Homo sapiens), P11940; inhibition, % at 20 µM; 360,000 compounds, 0.36% hits; AID 588489, 2011; in the data active = inhibition above about 35%, passing the limit was not always enough;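 note: plate controls were DMSO wells with GST-MLLE for no effect and wells lacking GST-MLLE protein for full effect; some results filed as inactive read as strong as hits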
Rin1-Abl PPI inh – inhibitors of Rin1-Abl protein binding, primary screen, biochemical, TR-FRET. AID 588664, 2011. Tyrosine-protein kinase ABL1 (Homo sapiens) + Ras and Rab interactor 1 (Homo sapiens), …. inhibition, % at 7.35 µM. 360,000 compounds, 0.4% hits; in the data active = inhibition above about 5%, passing the limit was not always enough
FAS-TE inh – FAS thioesterase domain inhibitors, primary screen, biochemical, fluorescence intensity, uHTS. recombinant FAS-TE, OMFH fluorogenic substrate, fluorescence endpoint. inhibition, % at 15 µM. 360,000 compounds, 0.67% hits. AID 602261, 2012;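 active = compounds whose normalised, plate-corrected inhibition of enzyme fluorescence in the single-dose primary screen is 50% or more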;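 note: 0% = DMSO with enzyme and 100% = substrate without enzyme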
Rpn11 inh – Rpn11 (PSMD14) deubiquitinase inhibitors, primary screen, biochemical, fluorescence polarization, uHTS | 26S proteasome non-ATPase regulatory subunit 14 (Homo sapiens), O00487 | human 26S proteasome, Ub4-pepOG fluorescence polarization; 20S core pre-blocked with epoxomicin | 360,000 compounds, 0.59% hits | calls only at 20 µM;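 active = inhibition at 20 µM, scaled to each plate's controls, above about 33%, limit read from the data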
NadD inh – inhibitors of S. aureus NadD, primary screen, biochemical, colorimetric, uHTS | inhibition, % at 20 µM | purified NadD enzyme, colorimetric absorbance read-out | AID 602399, 2012 | 360,000 compounds, 0.78% hits | Nicotinate-nucleotide adenylyltransferase NadD (Staphylococcus aureus N315); in the data active = inhibition above about 26%; note: some compounds past the cut are filed as inactive
SKN-1 block – suppressors of acrylamide-induced Pgst-4::GFP reporter in worms, primary screen, SKN-1 inhibitor project, whole organism, uHTS, GFP/RFP fluorescence ratio, strain VP596; 360,000 compounds, 0.49% hits; C. elegans VP596 Pgst-4::GFP/RFP ratio, 24 h; AID 624304, 2012; inhibition, % at 21.8 µM;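 active = interference check ratio from 0.5 to 1.5 plus GFP to RFP signal ratio inhibition reaching or exceeding a fixed threshold, cut at about 30% in these data, passing the limit was not always enough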; note: some compounds called inactive have numbers as strong as hits
Numbers without * were called inactive; i = inactive; . = no result given.

SMILES,CSN deneddyl inh,MT1-MMP act inh,Neddylation inh,PABP1 MLLE inh,Rin1-Abl PPI inh,FAS-TE inh,Rpn11 inh,NadD inh,SKN-1 block
CC(=O)Nc1ccc(S(=O)(=O)N(C#N)c2nc(N(C)C)nc(N(C)C)n2)cc1,-0.8,-0.8,i,-5.1,-2.4,-6.2,i,-3.1,1.3
O=[N+]([O-])c1cc([N+](=O)[O-])c2c(=Nc3ccccc3)n(-c3ccccc3)n(O)c2c1,-9.5,10.8,i,7.2,-0.2,-15.2,i,13.9,17.4
C[C@@H]1CN([C@@H](C)CO)C(=O)CCCn2cc(nn2)CO[C@H]1CN(C)S(=O)(=O)c1ccc(-c2ccccc2)cc1,-1.7,6.6,i,1.8,5.3,-8.7,i,3.3,9.6
CCOC(=O)CC(NC(=O)C(CC)c1ccccc1)c1ccccc1Cl (stereo unspecified),1.2,1.7,i,-4.2,0.2,6.8,i,-4.8,0.7
O=C(/C=C/c1cccs1)N1CCCC1,-2.8,1.0,i,8.1,4.5,-3.7,i,-9.0,0.1
Cc1ccc(S(=O)(=O)NCCC(=O)Nc2ccncc2)cc1C,-5.1,-3.8,i,-9.9,3.6,-4.7,i,-3.0,5.0
Cc1onc(-c2c(Cl)cccc2Cl)c1COC(=O)c1ccc([N+](=O)[O-])cc1,4.6,-3.3,i,6.8,-0.6,23.6,i,1.6,-7.5
CSC1=C(C#N)C2(CCCCC2)C(C(=O)Nc2ccccc2)=C(C)N1,-0.8,0.2,i,-3.0,-4.0,6.7,i,-5.3,9.7

(further entries)
SMILES,CSN deneddyl inh,MT1-MMP act inh,Neddylation inh,PABP1 MLLE inh,Rin1-Abl PPI inh,FAS-TE inh,Rpn11 inh,NadD inh,SKN-1 block
C=CC#CC1(O)CC(C)N(C)CC1C (stereo unspecified),1.4,2.1,i,12.1,-1.0,-13.4,i,-1.2,-3.2
Cc1ccc(-c2csc(NC(=O)CN3CC(C)OC(C)C3)n2)cc1 (stereo unspecified),3.9,-4.1,i,-3.9,-3.4,4.1,i,0.3,-3.6
COC(=O)c1ccccc1NC(=O)CS(=O)(=O)Cc1nc(-c2ccc(C)cc2)oc1C,3.6,4.5,i,-3.1,-2.8,7.0,i,-3.2,-20.9
CCc1nc2c(OCC(=O)c3ccc(F)cc3)cccn2c1N(C)C(=O)c1ccc(OC)cc1,-1.0,0.6,i,1.4,-1.6,0.3,i,5.1,15.1
CO/N=C(/CS(=O)c1ccc(Br)cc1)c1ccc(OC)cc1 (stereo unspecified),-5.2,-0.7,i,5.0,4.4,-7.9,i,1.6,-28.4
COc1cccc(C(=O)NCC(=O)OCc2ccc(F)cc2Cl)c1,7.6,4.5,i,-16.7,3.5,7.6,i,2.7,2.6
Cc1ccc(C(=O)O)cc1NC(=O)CSc1nnc(-c2ccccc2F)n1C1CCCCC1,-6.5,-5.0,i,-20.2,1.7,-6.6,i,5.7,7.7
CCCNC(=O)N(C)c1nncnc1C(=O)NC,-1.2,3.3,i,3.1,2.7,-7.9,i,1.8,-16.7

Continuation.
SMILES,CSN deneddyl inh,MT1-MMP act inh,Neddylation inh,PABP1 MLLE inh,Rin1-Abl PPI inh,FAS-TE inh,Rpn11 inh,NadD inh,SKN-1 block
COc1cc(S(=O)(=O)N2CCCCC2)ccc1NC=O,1.1,2.0,i,-9.1,-0.6,-6.0,i,-5.1,9.8
COC(=O)Cc1c(C(=O)OC)nnn1-c1cccc(C(F)(F)F)c1,5.8,-5.0,i,-12.2,5.0,-5.2,i,5.5,-5.1
c1cncc(C(c2nnnn2C2CCCCC2)N2CCCCC2)c1 (stereo unspecified),-7.2,.,i,5.0,-2.8,4.0,i,-0.2,-5.1
Cc1cc(C)c(S(=O)(=O)c2ccccc2)c(OC(=O)c2c(Cl)cccc2Cl)n1,6.3,-2.4,i,1.9,-0.9,24.8,i,-12.0,2.4
COc1cccc(C2c3c(oc4ccc(Cl)cc4c3=O)C(=O)N2c2cc(C)on2)c1OC (stereo unspecified),1.8,-1.2,i,-9.0,0.1,6.4,i,1.4,-8.3
COc1ccc(-n2nc3c(N4CCC(C(=O)NCc5ccccc5)CC4)nnc(C)c3c2C)cc1,6.0,2.9,i,1.1,1.6,0.1,i,13.7,9.0
Cc1nc2ncnn2c(N2CCC(C(=O)NCC3CCCO3)CC2)c1Cc1ccccc1 (stereo unspecified),-2.1,1.9,i,6.7,-1.8,-4.3,i,10.5,0.0
CCCCOC(=O)Cn1c(=O)c2c(nc3n2CCCCN3c2ccc(C)cc2)n(C)c1=O,-0.5,1.4,i,1.2,0.2,18.4,i,2.7,20.3

An excerpt of these results, with two lines to a compound:
Fields: CSN deneddyl inh	MT1-MMP act inh	Neddylation inh	PABP1 MLLE inh	Rin1-Abl PPI inh	FAS-TE inh	Rpn11 inh	NadD inh	SKN-1 block
COc1cccc(C2c3c(oc4ccc(Cl)cc4c3=O)C(=O)N2c2cc(C)on2)c1OC (stereo unspecified)
→ 1.8	-1.2	i	-9.0	0.1	6.4	i	1.4	-8.3
COc1ccc(-n2nc3c(N4CCC(C(=O)NCc5ccccc5)CC4)nnc(C)c3c2C)cc1
→ 6.0	2.9	i	1.1	1.6	0.1	i	13.7	9.0
Cc1nc2ncnn2c(N2CCC(C(=O)NCC3CCCO3)CC2)c1Cc1ccccc1 (stereo unspecified)
→ -2.1	1.9	i	6.7	-1.8	-4.3	i	10.5	0.0
CCCCOC(=O)Cn1c(=O)c2c(nc3n2CCCCN3c2ccc(C)cc2)n(C)c1=O
→ -0.5	1.4	i	1.2	0.2	18.4	i	2.7	20.3

New compounds follow.
SMILES,CSN deneddyl inh,MT1-MMP act inh,Neddylation inh,PABP1 MLLE inh,Rin1-Abl PPI inh,FAS-TE inh,Rpn11 inh,NadD inh,SKN-1 block
Cc1ccc(-n2nnnc2-c2cnc3cc4c(cc3c2C)OCO4)cc1,-1.5,3.2,i,-5.8,1.0,7.9,i,6.6,21.1
Cc1cc(C)c(OCCCCN2CCC(C)CC2)c(Br)c1,4.8,2.7,i,2.7,-2.4,-3.8,i,-4.1,-14.7
Cc1cc(C(=O)Cn2cc(C(F)(F)F)ccc2=O)c(C)n1CC1CCCO1 (stereo unspecified),6.9,4.2,i,2.5,2.2,-3.4,i,-4.6,2.6
Cc1nn(-c2cccc(C(F)(F)F)c2)c(Cl)c1/C=N/n1cnnc1,-6.8,1.9,i,-1.0,0.3,-4.8,i,-5.1,3.4
C[C@H]1CN([C@@H](C)CO)C(=O)c2cc(NC(=O)Nc3cccc4ccccc34)ccc2O[C@@H]1CN(C)Cc1ccc(-c2ccccc2)cc1,-3.7,8.1,i,0.4,1.5,59.8*,i,27.4,-12.4
O=C(c1n[nH]c(=O)c2ccccc12)N1CCN(S(=O)(=O)c2ccccc2Cl)CC1,-0.8,-3.8,i,10.8,0.4,-0.5,i,1.0,-13.3
Brc1cc2c(cc1CSc1ncccn1)OCO2,0.5,-3.4,i,-2.8,-1.3,10.0,i,-4.0,-24.4
CN(C)C1(CNC(=O)C2CCN(S(=O)(=O)c3cc(Cl)ccc3Cl)CC2)CCCCC1,4.5,1.5,i,-1.6,2.5,-6.6,i,-7.4,-17.9

New compounds follow:
SMILES,CSN deneddyl inh,MT1-MMP act inh,Neddylation inh,PABP1 MLLE inh,Rin1-Abl PPI inh,FAS-TE inh,Rpn11 inh,NadD inh,SKN-1 block
CCOC(=O)[C@]12CCC=C1N(Cc1cccc3ccccc13)C(=O)[C@H](CC(=O)NCC13CC4CC(CC(C4)C1)C3)C2,0.6,-4.8,i,.,.,15.2,.,15.5,11.4
CCOC(=O)C1CCN(C(=O)COc2ccc(Cl)cc2)CC1,5.2,11.2,i,6.4,-1.4,-7.5,i,0.0,-26.0
CN(CCc1ccccn1)C(=O)CCC1CCCN(C(=O)CCOc2ccccc2)C1 (stereo unspecified),-2.1,4.3,i,-5.0,0.3,1.4,i,0.4,0.2
Cc1ccc(C)c(NC(=O)CCC(=O)N/N=C/c2cccnc2)c1,2.6,-3.7,i,-20.4,-3.9,-3.3,i,2.3,-3.5
COc1ccc(CC(NC(C)=O)C(=O)N2CCN(C(=O)N(C(C)C)C(C)C)CC2)cc1 (stereo unspecified),-1.4,6.9,i,4.8,0.3,-5.1,i,-6.2,14.6
COc1cccc(OC)c1C(=O)Nc1ccc(C)cc1C(=O)c1ccccc1,0.9,-0.4,i,18.5,-2.7,10.1,i,-5.8,2.7
O=c1c2[nH]c3ccccc3c2ncn1Cc1ccncc1,0.9,2.6,i,1.5,1.2,-4.1,i,-3.3,7.6
Cc1ccccc1NC(=O)COc1ccc(S(=O)(=O)N2CCCC2)cc1C,4.2,1.6,i,-5.3,-2.2,-7.6,i,-3.3,-7.4

The list goes on:
SMILES,CSN deneddyl inh,MT1-MMP act inh,Neddylation inh,PABP1 MLLE inh,Rin1-Abl PPI inh,FAS-TE inh,Rpn11 inh,NadD inh,SKN-1 block
Cc1ccc2[nH]c(=O)c(CN(Cc3nnnn3C3CCCC3)C3CCCCC3)cc2c1,1.8,19.9,i,7.5,-3.3,-6.2,i,2.6,13.5
CC(C)OCCCNC(=O)CN1C(=O)CC(C)(C)S(=O)(=O)c2ccccc21,3.9,4.2,i,5.4,0.0,-5.1,i,-5.0,-4.4
CC(=O)Oc1c(Cl)cc(N(C(C)=O)S(=O)(=O)c2ccccc2)c2ccccc12,-4.7,-22.4,i,-8.6,0.4,8.7,i,-10.3,-11.4
O=S(=O)(c1cccs1)N1CCC(CO)(Cc2ccc(Cl)cc2)CC1,7.2,1.0,i,-4.5,2.4,18.5,i,-4.4,1.9
COc1cccc(C2=CC(c3cccc(OC)c3OC(F)F)n3nnnc3N2)c1 (stereo unspecified),2.1,-0.4,i,-9.6,3.3,-3.8,i,5.9,5.6
C=CCNc1nc(Nc2ccccc2F)nc(OCC)n1,2.8,-2.3,i,5.8,3.3,-5.9,i,-3.9,9.6
Nn1c(SCC(=O)NC2CCCCC2)nnc1C1CC1,6.1,-3.5,i,1.7,0.2,-7.9,i,-0.9,-22.6
COc1cc2c(cc1OC)CN(c1ccc([N+](=O)[O-])cc1C#N)CC2,-14.7,-1.8,i,8.8,-2.1,28.4,i,-1.9,7.3
CC(=O)Nc1ccc(NC(=O)C2CCN(S(=O)(=O)c3ccc4c(c3)OCCO4)CC2)cc1,1.2,1.6,i,-21.0,-2.1,-5.7,i,1.3,6.7
CC(C)COc1cccc(C(=O)NC(=S)NCc2cccnc2)c1,-14.1,-0.5,i,22.5,-3.1,-5.3,i,-3.4,6.3
